HSF1 inh = HSF1 inhibitors in luciferase reporter cells, primary screen, cell-based, NIH3T3, luminescence; NIH3T3-HGL HSE-luciferase, MG132-induced, luminescence 8 h; active compounds read low; activity change, negative = inhibition, % at 7.5 µM (by protocol); 300,000 tested, 0.77% active; AID 2098, 2009;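 active = more than half of replicate wells show activity change below -50%, luminescence cut by over half; inconclusive = some wells, but at most half, below -50%; inactive = no replicate well below -50%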;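 also: luciferase reports HSF-1 transcriptional activity via heat shock element; 0% = median of DMSO wells and -100% = zero luminescence signal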
HIF activator = HIF pathway transcriptional activators, primary screen, cell-based, U2OS HRE-luciferase, luminescence. 300,000 tested, 0.32% active. U2OS HRE-luciferase reporter; normalized: DMSO 0%, desferrioxamine 100%. activation, % at 7.5 µM (by protocol);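 active = mean activation of at least 10% of the iron chelator positive control signal, with at least half of replicates also reaching 10%; inconclusive = mean and replicate majority disagree about reaching 10%; inactive = mean and most replicates under 10%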
HSP90 refold inh = HSP90 inhibitors, primary screen, cell lysate, luminescence. inhibition, % at 5.6 µM. Rabbit reticulocyte lysate, luciferase refolding luminescence, 3 h. 290,000 tested, 0.91% active. Heat shock protein HSP 90 (rabbit reticulocyte lysate; luciferase refolding);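 active = inhibition above the screen-wide mean plus 3 SD, computed separately per campaign, cut at about 16% in these data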;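 also: 0% = DMSO wells and 100% = 60 µM geldanamycin wells; inhibitors lower the luminescence because luciferase stays unfolded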
IEC-6 cytotox = cytotoxicity in IEC-6 intestinal epithelial cells, primary screen, cytotoxicity control for KLF5 inhibitor project, cell-based, luminescence; IEC-6 cytotoxicity, luminescence viability; inhibition, % at 5 µM; 290,000 tested, 0.78% active; AID 1825, 2009; in the data active = inhibition above about 22%;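 also: 0% = plate median of test compound wells and 100% = cytotoxic reference compound wells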
AI-2 QS mod = Vibrio harveyi AI-2 quorum sensing modulators, primary screen, JMH597 strain, luminescence/OD600 ratio. Vibrio harveyi JMH597 AI-2 luminescence/OD600 ratio, 9 h; active compounds read low; strain lacks LuxN and CqsS sensors; 0 = neutral-control median. 300,000 tested, 0.4% active. AID 2094, 2009. activity change, % at 7.5 µM; in the data active = activity change below about -75%, passing the limit was not always enough; inconclusive = no clear call, values can overlap the other calls;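 also: luminescence divided by OD600 gain over 9 h not by final OD600 alone; inactives centre near 13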
HDAC3 inhib = HDAC3 deacetylase inhibitors, primary screen, biochemical, fluorescence, cell-free homogeneous; Histone deacetylase 3 (Homo sapiens), O15379; recombinant HDAC3, fluorogenic peptide/trypsin coupled; inhibition, % at 8.3 µM; 320,000 tested, 0.15% active; AID 2718, 2010; in the data active = inhibition above about 26%, passing the limit was not always enough; inconclusive = no clear call, values can overlap the other calls
Target sequence (O15379 whole entry, looked up): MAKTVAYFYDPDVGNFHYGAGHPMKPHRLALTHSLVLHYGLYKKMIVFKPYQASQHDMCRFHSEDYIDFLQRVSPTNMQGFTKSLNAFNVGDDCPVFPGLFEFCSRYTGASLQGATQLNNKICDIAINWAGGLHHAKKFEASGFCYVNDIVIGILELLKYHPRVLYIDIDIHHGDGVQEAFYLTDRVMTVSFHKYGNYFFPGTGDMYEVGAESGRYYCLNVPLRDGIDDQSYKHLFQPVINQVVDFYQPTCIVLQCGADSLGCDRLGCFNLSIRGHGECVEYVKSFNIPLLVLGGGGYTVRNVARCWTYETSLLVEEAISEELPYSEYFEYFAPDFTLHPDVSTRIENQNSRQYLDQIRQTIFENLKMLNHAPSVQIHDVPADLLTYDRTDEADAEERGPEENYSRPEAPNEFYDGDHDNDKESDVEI
HSF-1 act = HSF-1 activators, primary screen, NIH3T3-HGL cells, MG132 stress, luminescence, single point | 300,000 tested, 1.7% active | activation, % at 9 µM | NIH3T3-HGL HSF-1 luciferase reporter, 8 h; 100% = twice DMSO control signal;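 active = mean replicate activation of at least 50% with a set share of replicates each reaching 50%; inconclusive = only one of those two conditions met; inactive = mean below 50% and too few replicates reaching it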;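 also: 0% = median of the neutral control wells and 100% = twice that signal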
Platelet DG rel = inhibitors of platelet dense granule secretion, primary screen, cell-based, MLPCN, human platelets; human platelet-rich plasma, SFLLRN dense granule ATP release, luminescence; inhibition, %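 (compounds screened at 7.5 µM in platelet-rich plasma)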; 300,000 tested, 0.22% active; AID 1663, 2009;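 active = mean replicate score, as percent of positive control, at or above 50; inconclusive = mean below 50 but at least one replicate at or above 50; inactive = mean and every replicate below 50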
KLF5 inh = KLF5 expression inhibitors, primary screen, DLD-1 cells, luminescence | DLD-1 KLF5 promoter-luciferase reporter | inhibition, % at 5 µM | 290,000 tested, 0.23% active | AID 1700, 2009;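 active = inhibition above a per-plate limit of that plate's mean compound inhibition plus 3 SD, cut at about 60% in these data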;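 also: 0% = DMSO wells and 100% = LY294002 at 200 µM; higher means less KLF5 promoter-driven luciferase light; inactives centre near -14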
aSyn 5UTR inh = MLPCN primary screen, SNCA 5' untranslated region. AID 1813, 2009. inhibition, % (tested at 7.5 µM). alpha-synuclein 5'UTR reporter, inhibitor activity. 300,000 tested, 0.82% active; in the data active = inhibition above about 60%; inconclusive = no clear call, values can overlap the other calls;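 also: H4 neuroglioblastoma cells stably carrying SNCA 5'UTR luciferase fusion; 0% = DMSO wells and 100% = positive control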
An asterisk follows results filed as active; ? = inconclusive; . = no result given.

SMILES	HSF1 inh	HIF activator	HSP90 refold inh	IEC-6 cytotox	AI-2 QS mod	HDAC3 inhib	HSF-1 act	Platelet DG rel	KLF5 inh	aSyn 5UTR inh
COCCNC(=O)c1c(CSc2ccccc2)noc1C(=O)NCc1ccccc1	-2	0.1	.	.	5	-2	-14	3	.	19
c1ccc(-c2nnc(N3CCN(c4ccccc4)CC3)nc2-c2ccccc2)cc1	4	-0.2	-1	-2	22	-2	11	-4	-4	-2
COCc1nn2c(N)c(C#N)cnc2c1-c1ccccc1	0	0.2	-2	0	23	2	7	-6	-39	24
CC1CC(CCC(=O)NC(=S)Nc2ccc(Cl)cn2)C(=O)O1 (stereo not drawn)	-4	0.0	-7	-6	32	4	5	-3	-22	21
CC(C)(C)NC(=O)Cn1ccc(=N)c2ccccc21	-3	-0.4	-1	-1	10	10	-1	-8	-28	-3
NS(=O)(=O)c1ccc(NC(=S)NC(=O)c2cccc(Br)c2)cc1	20	1.1	2	5	55	.	21	5	-75	-62
Cc1cc(NC2C3CC4CC(C3)CC2C4)n2nnnc2n1 (stereo not drawn)	-3	-17	6	3	15	-2	4	15	-16	15
S=c1[nH]nc(-c2cc(-c3ccccc3)n[nH]2)n1/N=C/C=C/c1ccccc1	-6	0.5	1	-5	31	.	11	-10	-17	-6
COc1cc([N+](=O)[O-])ccc1NC(=O)C[n+]1ccccc1C	0	-0.3	2	2	8	-4	30	-1	-17	-4
CCN(CC)S(=O)(=O)c1cccc(C(=O)Nc2ccccc2)c1	-4	1.3	-3	0	23	-10	5	-2	-12	-58
CCOc1ccccc1NC(=S)N1CCN(c2ccc(O)cc2)CC1	2	-1.5	-5	-7	-2	-1	41	-2	-23	12
COc1ccccc1-c1nnc(SCCN2CCOCC2)n1-c1ccc(C)cc1	-3	-0.9	-1	-4	1	13	1	5	8	-35
CSc1nc2ccc(Br)cc2[nH]1	-4	0.9	3	5	29	-3	-2	4	-51	-34
CC1(C)Cc2c(cnn2-c2ccc(F)cc2)C(NC(=O)CCc2ccncc2)C1 (stereo not drawn)	8	-0.2	-4	3	19	.	29	12	-35	-25
COc1ccccc1CC1S/C(=N/N=C/c2ccco2)NC1=O (stereo not drawn)	0	-0.1	2	1	22	5	24	-1	-8	8
O=C(NCCOc1ccccc1)C1Nc2ccc(C(F)(F)F)cc2C2c3ccccc3CC12 (stereo not drawn)	-26	-4.5	.	.	6	-9	-43	-3	.	16
CCC/C(=N\NC(=O)c1ccc(CSc2nncn2C)cc1)c1ccccc1	-2	0.0	2	-3	34	-10	-7	23	-11	5
COCCN(C(=O)CSc1nnc(C)n1Cc1ccccc1)c1c(N)n(Cc2ccccc2)c(=O)[nH]c1=O	-39	-0.2	4	-3	7	-2	-50	-4	-12	18
O=C1c2cccnc2C(Nc2ccc(S(=O)(=O)N3CCCCC3)cc2)N1Cc1ccccc1 (stereo not drawn)	-2	0.1	-2	-8	9	-1	-2	-8	-45	-2
COc1ccc([C@@H]2OC2(C(N)=O)C(N)=O)cc1	7	0.2	-3	-2	11	-4	5	2	-15	23
CCOc1ccc(N(CC)C(=O)Cc2c(C(=O)O)n(C)c3ccccc23)cc1	-11	1.6	5	6	-7	0	-16	-5	-8	17
CCC(c1nnnn1Cc1ccc(F)cc1)N1CCN(C)CC1 (stereo not drawn)	-1	-0.2	-3	-2	4	-3	-3	3	-17	16
Nc1c(-c2ccc(Cl)cc2)cnn1C1CCS(=O)(=O)C1 (stereo not drawn)	-14	-0.2	-2	0	21	-7	0	-2	-17	-10
Nc1ncc(CCN2CCOCC2)c(-c2ccc(F)cc2)n1	-1	0.4	1	1	-4	-6	-2	-14	-1	10
O=C1CC(N2CCN(c3ccc(F)cc3)CC2)C(=O)N1c1ccccc1 (stereo not drawn)	-2	-0.5	-1	1	16	-12	-2	4	-5	6
COC(=O)CC1C(=O)NCCN1C(=O)CSc1nc2cc(Cl)ccc2o1 (stereo not drawn)	4	-0.6	-1	0	10	-7	-9	-1	-8	29
C/C(CC(=O)Nc1ccc2c(c1)OCCO2)=N\NC(=O)COc1ccccc1	-5	0.0	2	-2	12	5	3	6	-34	-16
O=C(CNS(=O)(=O)c1ccccc1)NCC(=O)OCc1ccccc1F	-29	-0.2	1	0	31	-7	-44	0	5	18
COc1ccc(/C=N/NC(=O)c2ccc(CSc3nncn3C)cc2)cc1OC	0	0.6	-3	-7	13	3	-9	-1	-15	7
Cc1c(CN2CCCCC2C)c(=O)n(-c2ccccc2)n1C (stereo not drawn)	-5	-0.7	7	4	-7	0	-12	1	-2	7
CC1=NN(c2ccccc2)C(=O)/C1=C/c1c(O)n(-c2ccc(F)c(Cl)c2)[nH]c1=O	9	-0.2	-4	0	8	-3	17	17	-45	-105
CCc1cc(C(=O)NCC2CCCO2)sc1C (stereo not drawn)	10	1.1	1	4	18	-7	20	0	-40	-33
O=C(COC(=O)CCC1CCCCC1)Nc1ccc(OC(F)F)cc1	-9	-0.2	5	-3	28	0	1	-2	-32	-7
CCn1c(C)c(Br)c(=O)c(C(=O)OC)c1-c1ccc(Cl)cc1	-3	-1.4	-3	1	23	-7	0	4	-23	12
CN(C)c1ccc(NC(=O)C[n+]2ccccc2)cc1	13	1.2	2	-5	14	-3	-5	9	-31	-3
CN(c1ccccc1)S(=O)(=O)c1ccc(C(=O)Nc2nnc(-c3ccco3)o2)cc1	-9	-0.5	0	5	36	.	-7	7	-8	17
CC(C)OC(=O)c1cccc(C(=O)Nc2cccc(NC(=O)c3cccc(C(=O)OC(C)C)n3)n2)n1	-33	-0.2	-4	4	20	-9	-32	-1	3	-9
O=C(NCc1ccccc1)c1ccc(CN2CCC(Cc3ccccc3)CC2)cc1	3	1.3	3	0	-6	-5	18	5	-22	-5
O=C(CCc1ccccc1)Nc1ccc(N2CCOCC2)c(Cl)c1	6	0.3	-3	-6	22	0	11	25	-16	-57
COc1ccccc1CNC(=O)c1ccc(NS(C)(=O)=O)cc1	10	-0.7	0	-1	9	0	-18	1	-34	24
Cc1ccc(OCC(=O)Nc2ccc3c(c2)OCO3)c(C)c1	9	2.9	-2	-1	38	3	1	9	-4	-175
COc1ccccc1C(=O)NCCC(=O)N1CCCCCCC1	-7	-2.0	.	.	13	-1	-8	8	.	-1
N#Cc1ccc(C(=O)OCC(=O)N2CCOCC2)cc1	-5	1.4	0	2	1	-4	5	-7	-30	1
CCNC(=O)CCSc1nc(C)cc(C)n1	-2	0.5	1	0	17	0	-2	-3	-12	8
N/C(CCS(=O)(=O)c1ccc(Cl)cc1)=N\OC(=O)c1ccccc1C(F)(F)F	3	0.2	-1	-1	7	-1	8	-7	-14	-9
O=C(COc1ccc(S(=O)(=O)N2CCCC2)cc1Cl)NCc1ccccn1	1	-0.1	1	-5	1	-10	-5	16	-26	3
O=S(=O)(NC1c2cccc3cccc(c23)C1N1CCN(CCO)CC1)c1ccccc1 (stereo not drawn)	17	-2.1	5	-1	0	.	11	-1	-52	-47
COc1ccc(NC(=O)CN(CC(=O)Nc2ccc(OC)cc2)C(C)(C)CO)cc1	-2	1.5	6	2	2	6	-9	7	14	4
COc1cccc(NC(=O)CCc2nc(-c3ccccc3F)no2)c1	5	0.4	-4	6	-45	2	-2	1	-17	-48
COc1ccc(N2CCN(c3ccc(Cl)nn3)CC2)cc1	6	0.0	-4	2	12	4	9	0	-16	-45
CCOC(=O)c1c(NC(=O)C(C)Sc2nnc(C)c(=O)[nH]2)sc2c1CCCC2 (stereo not drawn)	-9	1.4	3	0	2	2	-3	-1	-23	5
Cc1ccc(-n2c(=O)[nH]cc(C(=O)Nc3ccc4c(c3)OCCO4)c2=O)cc1C	6	-0.2	0	8	18	1	-1	2	-35	6
Cc1nc(-c2ccc(S(=O)(=O)N3CCCN(CCc4ccccc4)CC3)s2)cs1	-10	-0.2	4	9	16	0	10	8	12	20
O=[N+]([O-])c1ccccc1NC1CCN(Cc2ccccc2)CC1	-2	0.2	0	2	.	-4	3	15	20	-3
COc1ccccc1C(=O)C1CCCN(C(=O)c2ccco2)C1 (stereo not drawn)	0	0.4	-4	8	5	0	0	4	-31	-8
CCN(CC)CCOC(=O)c1c(C)oc2ccc(O)cc12	1	-0.3	1	-1	29	7	-7	11	-7	-11
CCOc1cc(CNc2ccc(S(N)(=O)=O)cc2)ccc1OCC(=O)NC(C)(C)C	-2	-0.2	-1	-8	23	7	5	0	-7	-4
Cn1c(C(=O)c2ccccc2[N+](=O)[O-])nc2ccccc21	0	-1.1	-2	6	21	1	-2	1	-26	-10
COc1cccc(CC(NC(C)=O)C(=O)NC2CCN(C(=O)Nc3ccc(C)cc3)CC2)c1 (stereo not drawn)	-5	-1.6	2	8	10	.	6	-1	-10	5
CC(C)OC(=O)CN1C(=O)C(C)(C)Oc2ccc(C(=O)NC3CC3)cc21	-12	-0.3	0	-2	10	3	-32	1	-43	11

(further entries)
SMILES	HSF1 inh	HIF activator	HSP90 refold inh	IEC-6 cytotox	AI-2 QS mod	HDAC3 inhib	HSF-1 act	Platelet DG rel	KLF5 inh	aSyn 5UTR inh
CC1CCCN(CCCOc2ccc(Cl)cc2Br)C1 (stereo not drawn)	-47	0.1	0	6	9	1	-56	3	-43	-50
CCCn1c(SCC(=O)c2ccc3c(c2)NC(=O)CO3)nc2ccccc21	1	-0.2	-2	8	10	?	3	4	17	-12
CC(C)(C)n1nnnc1CN1CCN(C2CCCC2)CC1	-3	-0.4	-3	-2	-2	5	1	2	-15	-16
CCOc1cccc(SCc2noc(C(=O)NC(C)C)c2C(=O)O)c1	-12	-3.9	-7	-14	27	5	-9	-4	-43	4
Cc1ccsc1C=C1C(=O)c2ccccc2C1=O	-3	0.0	3	-2	15	10	-12	9	-34	-3
CS(=O)(=O)Nc1cccc(C2=NN(C(=O)CCCC(=O)O)C(c3cccs3)C2)c1 (stereo not drawn)	18	0.7	4	2	12	1	63*	-4	-23	0
CC(C)(C)OC(=O)N[C@H](Cc1ccccc1)C(=O)N1CCC[C@@H]1C(=O)O	1	-7.8	-1	-1	20	1	14	1	-11	-6
COC(=O)CCCC(=O)N1CCC(CCC(=O)NCc2ccc(F)cc2)CC1	5	-1.2	8	3	8	4	0	2	-12	17
Cc1ccc(NC(=O)c2sccc2C)cc1S(=O)(=O)N(C)C	4	2.5	1	-4	37	-1	1	2	-25	-13

Three compounds from above, arranged by the number in aSyn 5UTR inh, high to low.
SMILES	aSyn 5UTR inh
CC(C)OC(=O)CN1C(=O)C(C)(C)Oc2ccc(C(=O)NC3CC3)cc21	11
Cc1c(CN2CCCCC2C)c(=O)n(-c2ccccc2)n1C (stereo not drawn)	7
CCC/C(=N\NC(=O)c1ccc(CSc2nncn2C)cc1)c1ccccc1	5

From PubChem
